KCNK3 block: human KCNK3 channel inhibition, primary screen; O14649; CHO-KCNK3 thallium flux, FluxOR fluorescence; hits give low values; B-score at 10 µM; 0.84% of 340,000 active; AID 602410;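 active = B-score under library mean minus 4 SD, starting fluorescence ratio at most library mean plus 5 SD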;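 also: more negative B-score means stronger inhibition of thallium flux through KCNK3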
Target sequence (O14649 whole entry, looked up): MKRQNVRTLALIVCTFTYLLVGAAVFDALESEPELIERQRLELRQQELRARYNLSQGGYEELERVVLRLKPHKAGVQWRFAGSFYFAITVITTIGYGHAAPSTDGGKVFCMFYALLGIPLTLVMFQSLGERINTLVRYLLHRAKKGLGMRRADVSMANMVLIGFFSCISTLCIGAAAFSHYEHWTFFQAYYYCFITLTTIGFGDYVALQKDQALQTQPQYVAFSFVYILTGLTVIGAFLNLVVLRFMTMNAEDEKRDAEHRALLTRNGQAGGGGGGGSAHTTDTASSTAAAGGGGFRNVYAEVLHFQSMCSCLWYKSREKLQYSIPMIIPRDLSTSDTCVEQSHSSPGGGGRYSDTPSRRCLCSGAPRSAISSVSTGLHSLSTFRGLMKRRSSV
DYRK1A inh: blocks rat Dyrk1A kinase activity. Q63470. ADP-Glo luminescence, NFATc1 peptide. inhibition, % at 12.5 µM. 0.43% of 310,000 active. AID 504441; in the data active = inhibition above about 50%;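 also: plate controls were vehicle with enzyme for no effect and no enzyme for full effect; many of its hits are not listed in these tables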
An asterisk follows results filed as active; i = inactive. These rows are one share of the data (hit frequency here may not be typical).

molecule	KCNK3 block	DYRK1A inh
COc1cc(OC)c2ccc(=O)oc2c1C(CCN1CCOCC1)c1ccc2c(c1)OCO2 (configuration not stated)	i	4
O=S(=O)(c1ccc(NCCCO)nc1)N1CCOCC1	i	3
O=C(O)c1cccc2c1-c1ccc([N+](=O)[O-])cc1C2=O	i	19
COc1cc(C2C(c3ccccc3)C(c3cc(OC)cc(=O)o3)C2c2ccccc2)oc(=O)c1 (configuration not stated)	i	3
CC1(O)CC2CC1C(C(=O)O)C2C(=O)O (configuration not stated)	i	1
O=C(C=CC(=O)OC1CCCCC1)OC1CCCCC1	i	-7
Oc1ccccc1C=NN=Cc1c(O)ccc2ccccc12	i	-4
O=C(OCC(=O)N1CCOCC1)c1cnc(Cl)c(Cl)c1	i	2
c1nc(SSc2ncnc3nc[nH]c23)c2[nH]cnc2n1	i	9
CC1(c2cccc(Br)c2)NC(=O)N(CC(=O)N2CCc3ccccc32)C1=O (configuration not stated)	i	8
NC(=S)n1[nH]c(-c2ccc([N+](=O)[O-])cc2)c(N=Nc2ccccc2[N+](=O)[O-])c1=O	i	4
Nc1ccc(CCc2ccccn2)cc1	i	-7
COc1cc(CN(C)C(=O)C(=O)c2c[nH]c3ccccc23)ccc1O	i	9
COc1cc(OC)cc(C(=O)NNC(=O)C(CCC(N)=O)NS(=O)(=O)c2ccc(Cl)cc2)c1 (configuration not stated)	i	-3
CCN1C(=O)[C@H]2[C@H]3CN=C(SCc4ccc(C)cc4)N3[C@@](Cc3ccccc3)(C(=O)OC)[C@H]2C1=O	i	1
O=C(CC1SC(N2CCCCC2)=NC1=O)Nc1cccc(C(=O)NCc2ccc(F)cc2)c1 (configuration not stated)	i	3
O=C(O)c1cccc(N2C(=O)/C(=C/c3ccc(SCc4ccc(Cl)cc4)o3)SC2=S)c1	i	-11
CC(C)(C)OC(=O)N(CCc1ccccc1)Cc1ccc(OCc2cccc(NC(=O)C3CC3)c2)cc1	i	-3
CNC1(C)[C@H]2CC[C@H](C2)C1(C)C (some centres not stated)	i	-5
CCN(CC)C(=O)[C@H]1C[C@H](CC(=O)NCCCn2ccnc2)C(=O)N2CCc3c([nH]c4cc(CCC(=O)N(C)C)ccc34)[C@]12C	i	2
O=C(CC(=O)c1ccncc1)c1ccccc1	i	0
C#CCN1C=CC(=O)[C@@H](OC(=O)Nc2ccccc2Br)[C@H]1c1ccccc1Br	i	-1
CC1(C)OC2OC3C(CNCCO)OC(c4ccccc4)OC3C2O1 (configuration not stated)	i	-2
CC(Sc1nnc(N)s1)C(=O)Nc1ccc2c(c1)OCO2 (configuration not stated)	i	5
CN(c1ccccc1)S(=O)(=O)c1ccc(Cl)c(C(=O)Nc2ccccc2N2CCOCC2)c1	i	7

The last two compounds of the section before lead into the next.
molecule	KCNK3 block	DYRK1A inh
CC(Sc1nnc(N)s1)C(=O)Nc1ccc2c(c1)OCO2 (configuration not stated)	i	5
CN(c1ccccc1)S(=O)(=O)c1ccc(Cl)c(C(=O)Nc2ccccc2N2CCOCC2)c1	i	7
CCCCOc1c(Cl)cc(C(=O)N2CCN(CC(=O)N3CCCC3)CC2)cc1OCC	i	0
O=C1COc2ccc(C(=O)COC(=O)c3nc(Cl)ccc3Cl)cc2N1	i	11
Cn1cnc2c(ncn2C2OC(CO)C(O)C2O)c1=S (configuration not stated)	i	5
CC(C)n1cc(/C=N\NC(=O)c2cc3c(ccc4ccccc43)o2)c2ccccc21	i	14
Cc1ccc(C)c(S(=O)(=O)N(C)c2ccc(OC(=O)C3CCN(C(=O)Nc4ccccc4)CC3)cc2)c1	i	8
COc1cc2c(c(OC)c1OC)C(c1ccc3c(c1)OCO3)CC(=O)O2 (configuration not stated)	i	1
O=C(Cc1c(F)cccc1Cl)Nc1cc(S(=O)(=O)N2CCOCC2)ccc1N1CCOCC1	i	-5
CC(Oc1ccccc1Cl)C(=O)Nc1ccc(S(=O)(=O)N2CCOCC2)cc1 (configuration not stated)	i	5
CCNC(=O)N(CC)C[C@H]1N[C@@](CC)(C(=O)OC)[C@H]2C(=O)N(Cc3ccccc3)C(=O)[C@@H]12	i	-2
O=[N+]([O-])c1ccc(S(=O)(=O)NN=Cc2ccc(Cl)c(Cl)c2)cc1	i	0
Fc1ccc(C2=NNC(=NCc3ccccc3)SC2)cc1F	i	2
O=C(c1ccco1)N1CCN(C(=O)c2cccn3c(=O)c4c5c(sc4nc23)CCCC5)CC1	i	5
CCOC(=O)C1=C(COC(=O)c2cc(S(=O)(=O)N3CCOCC3)ccc2F)NC(=O)NC1C (configuration not stated)	i	-2
ON=C1c2ccccc2-c2ccc(Br)cc21	i	10
CCN(CC(=O)Nc1ccc(NC(C)=O)cc1)C(=O)c1cn(-c2ccccc2)nc1-c1cccs1	i	1
O=C(C1CCCO1)N1CCN(S(=O)(=O)c2cc(C(F)(F)F)ccc2Cl)CC1 (configuration not stated)	i	10
CCOC(=O)N(O)c1ccc(C=Cc2ccccc2)cc1	i	-2
CCOC(OCC)c1nc(N)[nH]c(=O)c1CCCCc1ccccc1	i	8
CON(C)S(=O)(=O)c1cccc(C(=O)Nc2ccc(S(=O)(=O)NC3=NCCCCC3)cc2)c1	i	1
COCCn1c(N)c(N(Cc2ccccc2)C(=O)c2ccc(N3CCCC3=O)cc2)c(=O)[nH]c1=O	i	-5
O=C(NCCc1ccccc1)c1cccc(NC(=O)C2CC2)c1	i	20
CN1CCC(CC(C(=O)N2CCCC2)(c2ccccc2)c2ccccc2)C1 (configuration not stated)	i	2
COc1ccc(CN(C)C(=O)Cn2cnc3c(NCc4ccccc4)ncnc32)cc1OC	i	3
C=CS(=O)(=O)N(Cc1ccc(Cl)c(Cl)c1)C[C@@H](O)CO	i	5
Cc1ccc(C)c(S(=O)(=O)N2CCN(C(=O)Cc3sc(C)nc3-c3ccc(F)cc3)CC2)c1	i	6
COc1ccc(S(=O)(=O)N2CCCCC2)cc1NC(=O)c1c(F)cccc1Cl	i	4
CCCCn1c(N)c(N(CCC(C)C)C(=O)COC(=O)c2ccc(CC)cc2)c(=O)[nH]c1=O	i	8
COc1cc(C(=O)OCC(=O)NC23CC4CC(CC(C4)C2)C3)cc(OC)c1OC	i	-5
CCOc1ccc(S(=O)(=O)NCC2(N3CCCCC3)CCCCC2)cc1	i	7
CCSc1nc2c([nH]1)c(=O)n(C)c(=S)n2C	i	2
Nc1cc2[nH]c(=O)c3ccccc3c2cc1Br	i	14
O=c1cc(-c2ccc(O)cc2)oc2c(-c3c(O)cc(O)c4c(=O)cc(-c5ccc(O)cc5)oc34)c(O)cc(O)c12	i	3
O=[N+]([O-])c1cc(F)cc(F)c1Nc1ccc(F)cc1	i	1
Cc1cn(CC(=O)NCCc2ccccn2)c(=O)[nH]c1=O	i	2
COc1ccc2c(c1)OC(=O)CC2c1cc(OC)c(OC)c(OC)c1 (configuration not stated)	i	-1
O=C(NN=Cc1cc(Cl)ccc1[N+](=O)[O-])c1ccco1	i	6
Cc1cc(C)cc(C(=O)OCC(=O)N2CCCCCC2)c1	i	5
Cc1ccc(S(=O)(=O)NC(CCC(N)=O)C(=O)NCc2ccc3c(c2)OCO3)c(C)c1 (configuration not stated)	i	1
COc1cc(/C=C/C(=O)OCC(=O)NC(=O)NC2CCCCC2C)ccc1OC(F)F (configuration not stated)	i	-6
O=C1c2ccccc2C(Nc2ccccc2)N1c1ccc(Cl)cn1 (configuration not stated)	i	-4
Cc1cccc(C(=O)NCC(=O)N2CCN(S(=O)(=O)/C=C/c3ccccc3)CC2)c1	i	-6
Cc1cc(OCC(=O)OCC(=O)c2ccc[nH]2)ccc1Cl	i	6
Cc1ccc(/C(O)=C2/C(=O)C(=O)N(CCCn3ccnc3)C2c2cccnc2)cc1 (configuration not stated)	i	-3
O=C1OCCC1=Cc1ccccc1	i	-1
Cc1ccc(S(=O)(=O)NCCC(=O)NCCOc2ccccc2)cc1	i	5
COc1ccccc1C1CC(=O)Oc2cc(C)c(Cl)cc21 (configuration not stated)	i	4
COc1cccc(NC(=O)CN(C)C(=O)CC2CCCCC2)c1	i	-6
CN(c1ccccc1)S(=O)(=O)c1cccc(C(=O)N2CCCCCC2)c1	i	2
CC1CCCCN1C(=O)COC(=O)CSc1ccc(C(N)=O)cc1[N+](=O)[O-] (configuration not stated)	i	6
COc1ccc(S(=O)(=O)N2CCOCC2)cc1NC(=O)CSc1cc(C)ccc1C	i	10

Continuation.
molecule	KCNK3 block	DYRK1A inh
CC(O)(P(=O)(O)O)P(=O)(O)O	i	-7
COc1ccc(NC(=O)CN(C)CC(=O)Nc2sc3c(c2C#N)CCC3)cc1	i	4
CC1=CC(=O)C(C(C)=Nc2ccccc2[N+](=O)[O-])C(=O)O1 (configuration not stated)	i	3
COc1cccc(CN(C)C(=O)c2cccc(S(=O)(=O)Nc3cccc(C)c3)c2)c1OC	i	11
CC(c1nc2scc(-c3ccccc3)c2c(=O)[nH]1)N1CCN(CC(=O)NC2CC2)CC1 (configuration not stated)	i	-15
CN1C[C@@H]2[C@@H]3C(=O)N(Cc4ccccc4)C(=O)[C@@H]3[C@](C)(C1=O)N2C(=O)c1ccc(C(C)(C)C)cc1	i	5
COc1ccc(/C=C2\SC(=S)N(CCCC(=O)N3CCN(C)CC3)C2=O)cc1OC	i	-4
Cc1c(NS(=O)(=O)c2cccc(C(=O)NCc3cccc(Cl)c3)c2)c(=O)n(-c2ccccc2)n1C	i	-6
N#Cc1ccc(N[C@@H]2CCN3C(=O)c4ccccc4[C@@H]3C[C@H]2O)cc1	i	-1
O=c1[nH]c2c(c(=O)n1-c1ccccc1)CCO2	i	9
COc1ccc(-c2cccc3c2NC(=O)C3=O)cc1OC	i	8
CCOC(=O)c1c[nH]c2c([N+](=O)[O-])cc(OC)cc2c1=O	i	-5
COc1ccc2c(CC(=O)OCC(=O)N(C)c3c(N)n(Cc4ccccc4)c(=O)[nH]c3=O)coc2c1	i	0
COc1ccc(CC(=O)Nc2cc(S(=O)(=O)N3CCOCC3)ccc2N2CCCC2)c(OC)c1	i	3
COc1ccccc1OCCNC(=O)c1ccc(NC(=O)CC2SC(N3CCCC3)=NC2=O)cc1 (configuration not stated)	i	0
OC[C@@H]1[C@@H](c2ccc(Cl)cc2)C(c2cccc(Cl)c2)=NN1c1ccccc1	i	-3
CCc1ccc2c(c1)C(=O)CCC2	i	-7
CC12CCC(C(N)C1=O)C2(C)C (configuration not stated)	i	3
CN(C)c1cccc(F)c1C(=O)NC(=O)Nc1ccc(Cl)cc1	i	3
COc1ccc(NC(=O)CCC(=O)c2cc(C)sc2C)cc1	i	-5
CCN1CCN(C(=O)c2cc(S(=O)(=O)N3CC(C)CC(C)C3)ccc2Cl)CC1 (configuration not stated)	i	-5
CCOC(=O)C(=O)c1c(C)cc2ccccn12	i	-2
COc1ccc(C2/C=C\CN(C(=O)c3ccccc3)CC(=O)N2Cc2cccc(F)c2)cc1 (configuration not stated)	i	2
CCOc1cc(C)nc(N2CCC(C(=O)NCC3CCCO3)CC2)n1 (configuration not stated)	i	8
Cc1[nH]nc(C(=O)NN=Cc2ccccc2Cl)c1N=NN(C)C	i	1
O=C(COC(=O)c1ccc(Cl)cc1)NC(=O)NC1CCCC1	i	5
O=C(Cn1cc(COc2c(F)c(F)c(Br)c(F)c2F)nn1)c1ccc(O)cc1	i	8
O=C(Nc1ncn[nH]1)c1ccc(Cl)c(Cl)c1	i	5
CC1(C(=O)OCC(=O)Nc2ncc(Cl)cc2Cl)CC1(Cl)Cl (configuration not stated)	i	11
CCOc1ccc(NC(=O)CN(C)C(=O)c2cccc3ccccc23)cc1OCC	i	-1
CCN(C(=O)COC(=O)C1CCC(C(C)(C)C)CC1)c1c(N)n(Cc2ccccc2)c(=O)[nH]c1=O (configuration not stated)	i	8
O=C(Cc1ccccc1Cl)c1ccccc1	i	-1
CNS(=O)(=O)c1cccc(C(=O)OCC(=O)c2ccc3c(c2)OCCO3)c1	i	5
O=C1OCC2=C1C(c1ccc(Cl)cc1)c1cc3c(cc1O2)OCO3 (configuration not stated)	i	-1
Cc1cccc(C2NC(=O)c3ccccc3N2)c1 (configuration not stated)	i	2
COc1cc(OC)c(-c2oc3ccccc3c(=O)c2O)c(OC)c1	i	3
COc1cccc2nc3c(C(=O)NCCN(C)C)cccc3cc12	i	5
COc1ccc(CCNC(=O)COC(=O)c2ncc(Cl)c(Cl)c2Cl)cc1OC	i	1
O=C(CNC(=O)c1ccc(F)cc1)NCc1ccc(S(=O)(=O)N2CCOCC2)cc1	i	5
Cc1ccnc2nc(C(=O)OCC(=O)N3CC(C)CC(C)C3)nn12 (configuration not stated)	i	4
COc1cc(OC)c(C=NNC(=S)NC23CC4CC(CC(C4)C2)C3)c(OC)c1	i	-5
COc1cc(C(=O)N2CCN(c3cccc(C(F)(F)F)c3)CC2)ccc1OCC(=O)N1CCOCC1	i	-2

Record cards, from the list above. Screens in order: KCNK3 block	DYRK1A inh
O=C(Nc1ncn[nH]1)c1ccc(Cl)c(Cl)c1 is listed with i	5
COc1cc(C(=O)N2CCN(c3cccc(C(F)(F)F)c3)CC2)ccc1OCC(=O)N1CCOCC1 is listed with i	-2
O=C1OCC2=C1C(c1ccc(Cl)cc1)c1cc3c(cc1O2)OCO3 (configuration not stated) is listed with i	-1
Cc1cccc(C2NC(=O)c3ccccc3N2)c1 (configuration not stated) is listed with i	2
CNS(=O)(=O)c1cccc(C(=O)OCC(=O)c2ccc3c(c2)OCCO3)c1 is listed with i	5

Source: PubChem BioAssay (several laboratories)
